Source: PubChem (several laboratories)
SRC2 inh = inhibits human steroid receptor coactivator 2; HEK293 GAL4-SRC2 luciferase reporter, luminescence; inhibition, % at 9 µM; 0.17% of 370,000 active;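 active means inhibition above the mean inhibition of all tested compounds plus 3 SD, set per campaign, cut at about 52% in these data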;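 further: 0% = DMSO treated cells and 100% = cells given Gossypol at 36 µM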
NOD2 RIPK2 PPI = blocks binding of human NOD2 to RIPK2. CHO BLA complementation NOD2-RIPK2, CCF4 ratio. inhibition, % at 4.98 µM. 0.38% of 360,000 active. AID 624267; in the data active means inhibition above about 21%;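 further: 0% = vehicle only and 100% = reference blocker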
NCOA1 inh = inhibits human SRC1 coactivator; Q15788; HEK293 GAL4-SRC1 luciferase reporter, luminescence; inhibition, % at 3.6 µM; 0.12% of 360,000 active;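 active means inhibition above the campaign mean plus 3 SD, with each screening campaign given its own cutoff, cut at about 60% in these data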;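 further: 0% = DMSO treated cells and 100% = gossypol at 36 µM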
Target sequence (Q15788 whole entry, looked up, the tested form may be a part): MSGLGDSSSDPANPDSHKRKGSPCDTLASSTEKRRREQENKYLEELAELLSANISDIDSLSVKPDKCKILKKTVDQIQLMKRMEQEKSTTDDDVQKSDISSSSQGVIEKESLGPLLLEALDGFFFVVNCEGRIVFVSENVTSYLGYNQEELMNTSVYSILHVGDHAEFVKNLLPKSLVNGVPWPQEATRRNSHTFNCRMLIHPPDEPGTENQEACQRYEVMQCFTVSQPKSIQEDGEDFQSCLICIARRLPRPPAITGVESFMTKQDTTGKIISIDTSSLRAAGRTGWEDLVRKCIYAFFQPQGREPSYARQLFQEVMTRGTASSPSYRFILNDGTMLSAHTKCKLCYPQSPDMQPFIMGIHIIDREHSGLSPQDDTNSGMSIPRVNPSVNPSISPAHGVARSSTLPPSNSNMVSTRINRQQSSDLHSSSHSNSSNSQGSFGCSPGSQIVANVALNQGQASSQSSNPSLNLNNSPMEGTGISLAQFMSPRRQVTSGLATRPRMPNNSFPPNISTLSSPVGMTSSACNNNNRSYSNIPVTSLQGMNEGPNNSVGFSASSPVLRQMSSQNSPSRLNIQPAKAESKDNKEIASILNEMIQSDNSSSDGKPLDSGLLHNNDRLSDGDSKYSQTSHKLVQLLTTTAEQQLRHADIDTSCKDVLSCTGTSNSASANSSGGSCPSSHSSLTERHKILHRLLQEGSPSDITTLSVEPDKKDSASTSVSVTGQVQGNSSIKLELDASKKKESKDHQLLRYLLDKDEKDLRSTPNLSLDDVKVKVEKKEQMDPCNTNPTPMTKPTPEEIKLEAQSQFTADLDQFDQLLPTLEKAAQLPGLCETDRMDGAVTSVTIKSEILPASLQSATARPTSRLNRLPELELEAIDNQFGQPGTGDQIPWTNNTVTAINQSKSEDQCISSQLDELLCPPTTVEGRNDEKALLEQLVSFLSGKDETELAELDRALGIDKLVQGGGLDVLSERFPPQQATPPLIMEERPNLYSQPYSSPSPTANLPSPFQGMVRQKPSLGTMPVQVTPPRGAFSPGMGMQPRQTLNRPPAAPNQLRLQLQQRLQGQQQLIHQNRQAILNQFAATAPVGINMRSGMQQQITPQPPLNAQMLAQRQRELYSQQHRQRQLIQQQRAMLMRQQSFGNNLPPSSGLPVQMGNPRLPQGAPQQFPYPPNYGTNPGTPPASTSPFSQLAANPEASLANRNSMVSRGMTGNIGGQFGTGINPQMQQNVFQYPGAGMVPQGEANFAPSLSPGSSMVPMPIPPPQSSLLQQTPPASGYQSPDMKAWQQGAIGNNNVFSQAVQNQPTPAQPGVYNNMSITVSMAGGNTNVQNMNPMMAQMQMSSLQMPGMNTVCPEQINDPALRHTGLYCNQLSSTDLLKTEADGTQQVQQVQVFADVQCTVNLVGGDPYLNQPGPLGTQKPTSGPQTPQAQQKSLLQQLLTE
NCOA3 inh = human NCOA3 inhibition; Q9Y6Q9; HEK293 GAL4-SRC3 luciferase reporter, luminescence; inhibition, % at 3.6 µM; 0.17% of 360,000 active; AID 588352;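 active means inhibition above a per-campaign cutoff, the mean of all compounds plus 3 SD, cut at about 60% in these data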;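 further: 0% = DMSO-treated cells and 100% = gossypol-treated cells at 36 µM; higher means less SRC3-driven luciferase light from the GAL4 reporter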
TLR9-MyD88 block = blocks human TLR9 binding to MyD88 | CHO BLA complementation TLR9-MyD88, CCF4 FRET ratio | inhibition, % at 4.98 µM | 0.21% of 340,000 active | AID 504734;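 active means inhibition above the mean over all tested compounds plus 3 SD, cut at about 21% in these data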;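 further: 0% = DMSO only wells and 100% = clavulanate BLA inhibitor control wells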
Vif imaging = blocks HIV Vif function; AID 602346; 0.35% of 340,000 active; HEK293T cells, Vif self-association by quenched fluorescence, imaging, 24 h; inhibition, % at 7.49 µM; in the data active means inhibition above about 50%, passing the limit was not always enough; further: some results filed as inactive read as strong as hits
TROY NFkB inh = inhibitors of TROY-dependent NF-kB signaling. Q293 LMP1-TROYcd NF-kB luciferase reporter, 4 h. inhibition, % at 10 µM. 0.98% of 360,000 active;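 active means compounds whose plate-normalised and pattern-corrected inhibition of the luciferase reporter signal at the single screening dose is 50% or more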
NR2F2 inh = blocks human COUP-TFII nuclear receptor; HEK293T NGFI-A luciferase reporter, luminescence; inhibition, % at 8.6 µM; 0.7% of 370,000 active;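 active means inhibition above a per-plate cutoff, mean inhibition of test wells between control levels plus 3 SD, cut at about 38% in these data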;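 further: cells cotransfected with COUP-TFII expression vector driving the NGFI-A reporter; 0% = median of COUP-TF2 test wells and 100% = reporter-only cells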
LMP1 NFkB inh = Epstein-Barr LMP1 NF-kappaB reporter inhibition | LMP1-induced NF-kappaB luciferase reporter cells, luminescence | 0.69% of 350,000 active | inhibition, % at 12.5 µM; in the data active means inhibition above about 41%;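 further: 0% = neutral control wells and 100% = reference inhibitor control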
C8 TRAIL sens = caspase-8 TRAIL sensitization | AID 624354 | NB7+C8 cells + TRAIL, ATPlite viability luminescence | inhibition (viability loss, TRAIL sensitization), % at 10 µM | 1% of 360,000 active;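 active means compounds causing at least 50% loss of cell viability in the single-dose screen, relative to plate controls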
LRH-1 inv ag = suppresses constitutive activity of human LRH-1; O00482; HEK293T StAR-luciferase reporter, LRH-1 transfected, 24 h; inhibition, % at 3.6 µM; 0.13% of 360,000 active; AID 602396;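 active means inhibition above the mean inhibition of all tested compounds plus 3 SD, cut at about 73% in these data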;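 further: 0% = DMSO wells and 100% = reporter-only cells lacking LRH-1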
The depositor's hits bear a star; · = no result given. An excerpt. The share of hits here may be higher or lower than overall.

SMILES	SRC2 inh	NOD2 RIPK2 PPI	NCOA1 inh	NCOA3 inh	TLR9-MyD88 block	Vif imaging	TROY NFkB inh	NR2F2 inh	LMP1 NFkB inh	C8 TRAIL sens	LRH-1 inv ag
O=C(c1ccc(Oc2ccc(C(F)(F)F)cn2)cc1)N1CCN(c2ccccc2)CC1	2	5	-10	-8	-13	·	21	-12	-8	-8	6
CN(C)S(=O)(=O)c1ccc(N2CCCC2)c(C(=O)NNC(=O)c2ccccc2)c1	6	4	10	-34	-4	9	0	15	7	8	-9
CC(Sc1nnc(-c2ccc(C(C)(C)C)cc2)n1C)C(N)=O (centres undefined)	-9	-7	-1	2	-4	-8	2	-4	-2	-13	-17
CCC(C)[C@H]1COCCS(=O)(=O)N1Cc1ccccc1F (some centres undefined)	0	-6	1	-10	-11	-3	-29	8	-4	1	-17
CCN1CCN(CC2COc3ccccc3O2)CC1 (centres undefined)	-16	-5	-4	2	1	15	0	3	1	-3	-13
Cc1ccccc1NC(=S)N(CCN1CCCCC1)Cc1ccco1	-10	-2	1	24	-7	0	8	17	3	-16	0
COCCNC(=O)CSc1n[nH]c(=O)n1CCc1ccccc1	1	-4	14	0	-7	9	5	30	-11	-8	6
O=S(=O)(c1ccc(Cl)cc1)N1CCC2(CC1)OCCO2	0	-12	14	-2	-8	0	-3	4	-4	-10	5
COc1ccc(C(CNC(=O)C(C)Oc2ccc(Br)cc2)N2CCCCC2)cc1 (centres undefined)	8	3	1	2	8	25	-17	4	-5	12	4
O=C1CN(C(=O)c2ccccc2C(=O)O)c2ccccc2N1	-10	-9	-30	-1	5	-15	17	-2	2	11	17
Cc1ccc(CS(=O)(=O)CCC(=O)NCc2cccs2)cc1	-6	-2	-16	9	-9	1	-24	-3	0	-8	4
Cn1nnc2cc(C(=O)Nc3ccccc3)ccc21	-19	-11	-70	-27	2	18	-31	-19	-5	7	-61
O=C(NCc1ccncc1)C(=O)C1C(=O)Nc2ccccc21 (centres undefined)	-6	4	4	4	-7	5	-9	-8	-10	2	10
COc1ccc(/C(N)=N/OC(=O)c2ccc3c(c2)OCO3)cc1OC	1	-16	-35	-34	-5	1	-68	11	-35	82*	-8
O=C(NCc1cccnc1)c1cc(C2CCCN(C(=O)c3ccccn3)C2)on1 (centres undefined)	3	-9	-10	-9	·	-5	-1	-1	·	2	13
CCCCCCNc1nc(-c2ccc(OC)cc2)c(CCC(=O)O)s1	-6	-7	-25	15	2	-3	-12	9	2	-5	-4
Cc1cccc(C(=O)O/N=C(\N)CS(=O)(=O)c2ccccc2)c1	-63	-9	-8	1	-8	·	-30	-12	-5	-9	-38
COc1cccc(-c2cc(C(=O)N3CCN(c4ccccc4OC)CC3)no2)c1	-5	-6	15	-3	-2	-6	-3	11	-2	3	-19
CC1(CCc2ccc3c(c2)OCO3)NCCc2c1[nH]c1ccccc21 (centres undefined)	-7	-2	19	11	-10	6	-3	-5	-1	20	5
Nc1ccccc1SCCS(=O)(=O)c1ccc(Cl)cc1	-4	-1	-23	2	2	-12	-4	5	-9	-6	-1
C/C(CCc1ccc2c(c1)OCO2)=N\N=C1\NC(=O)CC(C(=O)Nc2ccc(Cl)cc2)S1 (centres undefined)	6	6	8	6	-3	·	9	-15	-12	-2	-13
COc1ccccc1NC(=S)N(CCN1CCCCCC1)Cc1cccs1	-3	7	3	20	6	11	3	5	-2	22	9
O=C(CN1CCOCC1)N1c2ccccc2Sc2ccccc21	-2	0	7	-2	0	-15	-7	11	1	-3	13
COCCN1C(=O)N[C@@H](CCc2ccccc2)[C@H](C(C)=O)[C@H]1C	-2	-10	-16	-15	4	-2	-8	1	-6	4	7
CN(CC(=O)Nc1ccccc1Br)CC(=O)Nc1ccccc1C(F)(F)F	-3	-7	-17	-5	1	6	-16	10	4	-1	-12
CCCS(=O)(=O)N1CCCC(C(=O)NCCN(C)Cc2ccccc2)C1 (centres undefined)	-5	1	-12	-2	-8	15	17	2	0	-22	-15
COc1cc(S(=O)(=O)N(Cc2ccc(C)cc2)C2CCCCC2)ccc1-n1cnnn1	·	1	9	-2	-5	-17	-5	·	0	1	-31
COc1ccc2[nH]c3nc(SCc4nnc(-c5ccc(C)cc5)o4)nnc3c2c1	·	-6	4	2	5	-5	14	·	16	20	11
CCCCCC(=O)NN1C(=S)N(c2ccc(OC)cc2)C(=O)C1CC(=O)Nc1ccccc1 (centres undefined)	8	-4	17	-2	·	·	-10	9	·	-6	-7
O=C1CCCN1CCC12CC3CC(CC(C3)C1)C2	6	3	7	-1	-4	4	15	12	1	-13	13
COc1ccc(C(=O)NCC(c2ccco2)N2CCc3ccccc32)c(OC)c1 (centres undefined)	9	1	4	16	0	-10	5	22	4	8	-13
CCS(=O)(=O)Nc1cc(C(=O)OC)ccc1C(=O)OC	15	7	-25	-4	0	1	3	7	1	1	8
CCCCCN(C(=O)CCC(=O)OCCOc1cccc(Cl)c1)c1c(N)n(CCCC)c(=O)[nH]c1=O	-3	-6	-23	19	1	21	9	-6	-9	-9	1
CCS(=O)(=O)N1CCC(C(=O)NCc2ccccn2)CC1	-10	3	-12	12	0	3	4	5	-1	-9	-17
COc1ccc(CCNC(=O)COC(=O)c2ccc(C)s2)cc1OC	-21	2	0	9	-4	-3	13	6	0	-1	-14
CC(=O)Nc1ccc(C(=O)Nc2cccc(-c3cnc4ccccc4n3)c2)cc1	-15	-7	3	6	-5	4	14	1	-2	12	13

Three compounds already listed, sorted by the value under NOD2 RIPK2 PPI, falling:
Molecule | NOD2 RIPK2 PPI
O=C1CCCN1CCC12CC3CC(CC(C3)C1)C2 | 3
COc1ccc(C(=O)NCC(c2ccco2)N2CCc3ccccc32)c(OC)c1 (centres undefined) | 1
CN(CC(=O)Nc1ccccc1Br)CC(=O)Nc1ccccc1C(F)(F)F | -7

(list continues)
SMILES	SRC2 inh	NOD2 RIPK2 PPI	NCOA1 inh	NCOA3 inh	TLR9-MyD88 block	Vif imaging	TROY NFkB inh	NR2F2 inh	LMP1 NFkB inh	C8 TRAIL sens	LRH-1 inv ag
CS(=O)(=O)Nc1nnc(Cc2ccccc2)s1	-3	-7	-5	16	4	9	28	1	-1	1	6
CCCOc1ccc(CC(=O)NCc2ccco2)cc1OC	-18	2	-30	-18	-14	-18	1	-4	-8	-1	9
CCCCc1cc(C)c(S(=O)(=O)c2ccccc2C)c(=O)[nH]1	11	2	-5	4	6	3	-2	12	-5	-5	8
COc1ccc(S(=O)(=O)Nc2cc(C)c(O)c(S(=O)(=O)c3ccccc3)c2)cc1	0	1	5	2	4	1	1	-4	-1	-13	-12
COC(=O)CCCCCNc1ccc(C(=O)OC)cc1N	-31	-1	-22	11	3	0	3	0	0	2	-29
CN(C)C1C(=O)c2ccccc2C1=O	-1	-3	3	19	-6	9	12	3	3	-4	-5
C=CCn1c(SCc2csc(C)n2)nc2sc3c(c2c1=O)CCCCC3	-20	-7	-10	4	-2	-20	13	-3	-2	-8	-3
Cc1cc(C)c2c(=O)[nH]c(SCC(=O)Nc3cccc(S(=O)(=O)N(C)C)c3)nc2n1	19	6	6	-2	7	21	14	10	-6	-3	-9
Cc1c(NS(=O)(=O)c2cc(C(=O)N(C)Cc3ccccc3)ccc2Cl)c(=O)n(-c2ccccc2)n1C	-10	1	5	2	5	3	-12	-3	-1	-3	-20
CC(=O)c1ccc(CCCCc2ccc(C(C)=O)cc2)cc1	-77	2	0	-5	1	-3	1	-15	-1	-14	22
C/C(CC(=O)NCc1ccc(Cl)cc1)=N\NC(=O)COc1ccc(C)cc1Br	-2	12	-5	-17	-2	6	-10	7	-6	19	-14
Cc1ccc(C(C)C)c(OCCn2c(=O)oc3ccccc32)c1	0	2	-6	14	-5	-11	10	11	2	4	-1
Clc1cccc(-c2nc3ccc(Br)cn3c2Cc2ccsc2)c1	-15	10	-108	-49	·	·	-35	-37	·	6	-96
CC(C)N(C(=O)NC(=O)NCC1CCCO1)S(C)(=O)=O (centres undefined)	-2	-1	6	-3	-2	-1	14	8	-4	-18	9
O=C(COC(=O)c1ccc(OC(F)F)cc1)NCCC1=CCCCC1	-11	4	-3	-1	-10	-4	-9	-24	4	-24	-12
c1ccc(Cc2c(-c3ccco3)nc3c4ccccc4ccn23)cc1	-48	15	-123	-108	·	·	3	-52	·	22	-51
CC(C)Oc1ccc(C(=O)Nc2ccccc2N2CCOCC2)cc1	-7	-5	16	18	-15	3	-2	12	9	-6	19
Cc1cccn2c(=O)c(C(=O)NC3CCCCC3)c(O)nc12	-7	1	-3	-7	-4	16	1	-2	-4	12	-2
O=C(COC(=O)CCc1ccccc1)NC1CCS(=O)(=O)C1 (centres undefined)	-9	-15	-8	-3	-7	-1	-13	-1	-2	-19	8
O=C(NCC(c1ccco1)N1CCN(c2ccccc2F)CC1)OCc1ccccc1 (centres undefined)	18	7	7	16	5	0	-6	-6	1	17	-18
COc1cc2nnn(-c3ccncc3)c2cc1OC	-10	0	3	-1	-1	-3	4	-5	-4	-16	-3
C#CCNC(=O)/C=C/c1ccc(C)cc1	-42	-3	-88	-78	16	3	-47	-27	-13	31	-97
N/C(=N\OC(=O)c1ccoc1)c1ccc(Br)cc1	-47	-12	-102	-92	-6	5	-23	-57	-44	38	-168
COCCn1cc(C(=S)N2CCCCC2)c2ccccc21	0	-5	-25	10	10	-1	1	18	5	5	11
N#Cc1ncc(C(F)(F)F)cc1Oc1cccnc1	-14	-11	-6	0	-10	-11	8	5	-5	-1	3
O=C(c1ccc(Cl)c(NC2=NC3CS(=O)(=O)CC3S2)c1)N1CCN(c2ccc(F)cc2)CC1 (centres undefined)	12	-7	-9	0	1	10	-13	-4	·	-9	0
CC(C)c1ccc2c(c1)C1(NN=C(c3ccccc3)S1)C(=O)N2 (centres undefined)	-63	26*	-59	-19	13	-2	38	-25	9	13	-91
COc1cc(C(=O)NC(=S)N(CCC#N)Cc2cccnc2)cc(OC)c1OC	-18	-1	14	-9	3	12	3	-2	-11	4	10
CCN(CC(=O)NCCc1ccccc1)S(=O)(=O)c1ccccc1	-21	-8	-39	6	-6	-11	5	7	-3	-19	7
CCCCn1c(N)c(N(CC(C)C)C(=O)C2CCN(C(=O)c3ccc(Cl)cc3)CC2)c(=O)[nH]c1=O	2	-2	3	3	-9	·	21	6	1	-4	10
Cc1nc(=O)c(-c2ccccc2)c(C)n1-c1ccccc1C(=O)O	-27	-1	-7	-14	-16	13	3	2	-6	10	0
O=C(CSc1nc2[nH]c(=O)[nH]c(=O)c2s1)Nc1cccc(F)c1	37	4	-17	10	-2	-3	5	-4	0	13	25
Cc1[nH]c(-c2ccc(F)cc2)cc1C(=O)N1CCN(c2ccccc2)CC1	10	2	9	-20	3	-7	16	-22	9	-6	0
COCC(C)n1c(C)cc(C(=O)COC(=O)CCc2nc3ccccc3c(=O)[nH]2)c1C (centres undefined)	4	7	-3	15	15	0	-8	5	7	25	9
CC12CCC(=O)N1C(C(=O)Nc1ccc(SC(F)F)cc1)CS2 (centres undefined)	-9	-10	-5	12	3	-1	-3	0	-5	12	-2
Cc1ccc(N(CCC#N)C(=O)COC(=O)c2cc(C)oc2C)cc1	1	-4	-5	0	-14	-1	6	-2	-3	-18	1
